# Screens deposited in PubChem by several laboratories.
# Ba/F3 V617F tox: reduce viability of Ba/F3 cells dependent on JAK2V617F | Ba/F3 EpoR-JAK2V617F viability, ATP luminescence | inhibition, % at 5.6 µM | hit rate 1.1% among 220,000;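 active = inhibition above the campaign mean plus 3 SD over all tested compounds, cut at about 24% in these data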;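 note: cytokine-independent growth of Ba/F3 cells driven by EpoR plus mutant JAK2; 0% = DMSO-treated cells and 100% = JAK inhibitor I control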
# RBBP9 inhibitor: human RBBP9 hydrolase inhibition; recombinant RBBP9, FP-Rh probe fluorescence polarization; inhibition, % at 7.94 µM; O75884; hit rate 0.2% among 220,000; AID 1515;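 active = inhibition above the campaign mean of all tested compounds plus 3 SD, cut at about 14% in these data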;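 note: plate controls were DMSO wells with RBBP9 for no effect and wells lacking RBBP9 protein for full effect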
# Target sequence (O75884 whole entry, looked up): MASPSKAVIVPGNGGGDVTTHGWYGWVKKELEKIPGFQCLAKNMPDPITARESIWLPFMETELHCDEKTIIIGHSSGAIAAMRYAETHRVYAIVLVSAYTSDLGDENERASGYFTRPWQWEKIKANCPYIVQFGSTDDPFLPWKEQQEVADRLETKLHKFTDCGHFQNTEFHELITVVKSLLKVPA
#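 Test system: recombinant human RBBP9. Quantity: 2.5 µM RBBP9 dispensing solution, before mixing. Detection: FP readout at 525/598 nm. Reagent: Serine-hydrolase probe FP-Rh, 375 nM pre-mixing. Measure: % inhibition. Control set: DMSO-treated enzyme wells and wells lacking RBBP9. Buffer or medium: Tris-NaCl-Pluronic buffer, pH 8.0. Times: preincubation 30 min plus labeling 45 min at 25 °C.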
# CHOP inh: inhibitors of CHOP induction in ER stress response; CHO-K1 CHOP-promoter luciferase, tunicamycin-induced, 15-18 h; inhibition, % at 10 µM; hit rate 3.8% among 220,000; AID 2732;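 active = compounds that reduced the stress-induced luciferase reporter signal by more than about 70% of percent inhibition, limit read from the data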;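 note: 0% = tunicamycin plus vehicle and 100% = wells without tunicamycin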
# TNF death inh: inhibitors of TNF-alpha induced necroptosis in Jurkat FADD-/- cells; Jurkat FADD-/- TNF necroptosis rescue, ATP luminescence, 24 h; 0 = TNF only, 100 = no-TNF cells; activation (protection from cell death), % at 10 µM; hit rate 0.068% among 220,000; AID 463075;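 active = activation, meaning protection from cell death, of at least 50% relative to plate controls; inactive = activation below 50%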;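 note: necroptosis triggered by 40 ng/mL TNF-alpha added together with compound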
# BaF3 parental: parental Ba/F3 viability inhibition as JAK2V617F counter-screen; hit rate 1.1% among 220,000; inhibition, % at 5.6 µM; CellTiter-Glo ATP luminescence;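 active = inhibition above a per-campaign cutoff, the mean inhibition of all tested compounds plus 3 SD, cut at about 27% in these data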;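 note: 0% = DMSO wells and 100% = JAK Inhibitor I control wells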
# Wee1 stabilizer: blocks degradation of human Wee1 kinase | hit rate 1.2% among 220,000 | reporter increase, % at 5 µM | HeLa Luc-Wee1K328M stability, luciferase luminescence; 100% = proteasome inhibitor MG132 effect | P30291;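 active = activation above the mean of all tested compounds plus 3 SD, set per screening run, cut at about 8.8% in these data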;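 note: cells exposed to compound for 20 h before luminescence read; 0% = DMSO alone and 100% = MG132 at 30 µM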
# Target sequence (P30291 whole entry K328M): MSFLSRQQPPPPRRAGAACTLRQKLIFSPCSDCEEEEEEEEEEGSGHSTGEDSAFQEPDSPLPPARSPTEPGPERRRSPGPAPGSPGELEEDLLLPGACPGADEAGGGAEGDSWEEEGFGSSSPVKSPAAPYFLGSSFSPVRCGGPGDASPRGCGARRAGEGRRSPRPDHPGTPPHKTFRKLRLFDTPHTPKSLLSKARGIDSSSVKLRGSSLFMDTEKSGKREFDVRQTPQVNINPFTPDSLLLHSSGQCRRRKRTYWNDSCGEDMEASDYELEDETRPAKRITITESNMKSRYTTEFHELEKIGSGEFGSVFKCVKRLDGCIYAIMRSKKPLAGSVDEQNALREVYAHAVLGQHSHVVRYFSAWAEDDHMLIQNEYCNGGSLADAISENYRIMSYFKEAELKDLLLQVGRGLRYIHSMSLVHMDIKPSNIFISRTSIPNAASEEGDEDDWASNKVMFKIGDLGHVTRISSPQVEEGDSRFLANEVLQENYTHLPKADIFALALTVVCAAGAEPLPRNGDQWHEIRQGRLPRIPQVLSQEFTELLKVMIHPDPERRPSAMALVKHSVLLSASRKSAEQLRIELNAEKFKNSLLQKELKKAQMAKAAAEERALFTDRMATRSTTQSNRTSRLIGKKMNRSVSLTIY
# TRPML3 ag: agonists of human TRPML3 channel; Q8TDD5; HEK293 TRPML3-YFP, Fluo-8 calcium fluorescence; 100% = the carbachol control signal; activation, % at 3 µM; hit rate 0.29% among 220,000;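 active = activation above its plate's cutoff, the mean activation of the plate's test wells plus 3 SD, cut at about 12% in these data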;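 note: 0% = DMSO only wells and 100% = carbachol wells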
#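 Material: TRPML3-YFP stable HEK293 cells | Dosing: One concentration, 3 µM nominal, 0.3% DMSO | Timing: 125 s total fluorescence read per well | Technique: Fluo-8 calcium dye fluorescence, ex 470-495, em 515-575 nm | Measure: Percent activation from peak-to-basal fluorescence ratio, scaled between DMSO and carbachol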
# zfTRPN1 agonist: agonists of zebrafish TRPN1 channel; HEK293 zebrafish TRPN1-YFP, Fluo-8 calcium fluorescence; 100% = response to 87 µM carbachol; AID 1424; activation, % at 3 µM; hit rate 0.18% among 220,000;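 active = activation above its plate's cutoff, the mean activation of test wells on that plate plus 3 SD, cut at about 19% in these data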;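 note: 0% = DMSO alone and 100% = 87 µM carbachol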
#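 Material: zebrafish TRPN1-YFP in HEK293 cells; Doses: single test compound dose, 3 µM nominal, 0.3% DMSO; Timing: dye loading 1 h at 37 °C, then 30 min room temperature; Technique: intracellular calcium fluorescence with Fluo-8; Benchmarks: high carbachol 87 µM, low DMSO alone.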
# PPC-1+TRAIL kill: PPC-1 cancer cell killing with TRAIL present | hit rate 0.41% among 220,000 | AID 1443 | cell killing (% activity), % at 4 µM | PPC-1 cells + TRAIL, ATPLite viability luminescence;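 active = cell killing above 50% in the first pass at 4 µM, then a duplicate retest at 5 µM averaging 50% or more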;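 note: plate controls were cells with TRAIL plus DMSO for no effect and medium-only wells lacking cells for full effect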
# Numbers without * were called inactive; / = not tested or not shown; & = joins results of further samples.
compound,Ba/F3 V617F tox,RBBP9 inhibitor,CHOP inh,TNF death inh,BaF3 parental,Wee1 stabilizer,TRPML3 ag,zfTRPN1 agonist,PPC-1+TRAIL kill
Cc1cc(NC(=O)c2cccc(N3C(=O)CCC3=O)c2)no1,-0.9,-1.2,7.5,1.7,1.1,2.9,0.2,-0.1,1.8
CCOCC(=O)Nc1cc(C(=O)Nc2cc(C)cc(C)c2)ccc1Cl,0.6,2.7,-34.9,-1.5,5.8,-0.1,1.2,0.8,19.2
N#CCCN(C(=O)COc1ccc(Br)cc1F)c1ccc(F)cc1,1.4,-5.8,24.7,0.5,5.8,0.7,0.7,0.1,8.6
CCO[C@H]1OC(C(=O)NCc2nc3ccccc3[nH]2)=C[C@@H](c2ccc(C(F)(F)F)cc2)[C@@H]1CCCO,5.2,-12.6,-8.0,-0.3,-0.7,-3.5,0.5,-0.8,-8.6
Cc1ccc(N2C(S)=C(C#N)C(=O)NC2c2ccco2)cc1 (stereo not given),-3.2,2.1,21.3,-1.5,-2.3,-0.3,0.7,1.4,1.3
Cc1cc(C)c(NC(=O)C[N+](C)(C)CC(O)COc2cccc3ccccc23)c(C)c1 (stereo not given),-0.4,-10.7,7.0,0.4,4.5,-0.7,0.1,-1.1,19.1
Cc1ccc(C)c(N2CCN(C(=O)C3CCCN(S(=O)(=O)c4c(C)noc4C)C3)CC2)c1 (stereo not given),0.5,-3.0,27.7,-1.4,6.1,-2.0,0.6,0.8,13.8
COc1ccc(NC(=O)C2=C(C)NC(=O)NC2c2ccccc2[N+](=O)[O-])cc1 (stereo not given),3.1,-4.4,-5.8,0.7,-3.9,0.3,0.5,1.5,-11.1
CCSC1=C(C#N)C2(CCCCC2)C2=C(CC(C)(C)CC2=O)N1,5.6,-7.1,21.4,-0.9,11.2,0.4,0.7,0.3,2.1
NS(=O)(=O)c1ccc(S(=O)(=O)N2CCCC2)cc1,0.1,11.7,-13.8,0.2,8.0,2.2,0.9,0.7,1.9
Cc1cc(N/N=C/c2ccc(F)cc2)nc(NCc2ccccc2)n1,1.9,-2.5,-12.3,2.4,-2.6,12.4*,-0.3,-2.4,9.8
CC(OC(=O)CCC(=O)c1cccs1)C(=O)Nc1ccccc1[N+](=O)[O-] (stereo not given),-3.2,-8.6,-17.6,1.1,-1.0,0.6,-0.3,-1.2,10.4
Cc1ccc(S(=O)(=O)[N-]c2nc3ccccc3nc2-n2cc[n+](Cc3ccccc3)c2)cc1,3.9,-2.5,0.1,0.3,0.9,2.8,-0.5,1.9,-8.0
C=CCSc1nnc(-c2cnn(-c3ccccc3)c2-n2cccc2)n1C,-0.3,-2.7,20.9,0.7,-0.2,-1.8,0.3,0.4,16.0
O=C(c1ccc(CN2CCc3ccccc3C2)cc1)N1CCN(c2ccc(F)cc2)CC1,-2.3,-0.9,/,-4.2,0.9,-0.5,1.4,4.1,/
CS(=O)(=O)Nc1ccc([N+](=O)[O-])cc1Oc1ccccc1,-2.4,1.0,22.5&54.8,0.9,2.3,1.1,1.1,2.3,6.6
CC1(C)N=C(N)NC(Nc2ccc(Br)cc2)=N1,9.1,0.3,18.8,-1.9,34.5*,-0.5,0.1,-0.3,2.6
O=C(Nc1ccc2c(c1)nc1n2CCN(C2CCCCC2)C1)NC1CCCCC1,6.8,-0.8,4.0,-1.0,29.6*,-1.7,-0.3,-1.9,24.8
CCOC(=O)c1c(C)nc(-c2ccccc2)nc1N,-2.1,-4.7,-6.9,-2.2,3.9,1.0,0.3,-1.0,6.5
Cc1nc(/C=C\C(=O)O)c2cc(C)oc2n1,0.5,-0.4,22.6,-0.5,6.7,4.1,0.7,0.4,-40.0
Cc1cc2cc(CCNC(=O)c3ccc(C)c([N+](=O)[O-])c3)c(=O)[nH]c2cc1C,3.5,-8.6,46.3,1.3,0.6,1.6,0.2,1.2,16.4
CN1C=C(C(F)(F)F)C=C/C1=C(\C#N)c1nnc2n1CCCCC2,1.4,-6.7,8.6,-2.5,2.9,-2.7,0.8,-0.1,13.5
CCOC(=O)c1nnn(CC(=O)N2N=C(c3ccccc3)CC2c2ccccc2)c1C(=O)OCC (stereo not given),-1.3,-0.9,-11.5,-1.0,-0.6,-1.6,-0.3,0.2,27.5
CCCC[C@@H]1CNC(=S)N1CCc1cccc2ccccc12,-1.9,-7.2,25.3,-2.4,-1.0,-4.1,-1.4,-0.4,3.2
Cc1cccc(CSc2nnc([C@@H]3CCCN3)o2)c1,-1.1,8.9,-7.2,1.9,-1.2,-1.0,0.5,0.5,7.3
Cn1c(N)c(C(=O)COC(=O)C2CCCN2C(=O)c2cccs2)c(=O)n(C)c1=O (stereo not given),-3.4,5.5,-6.7,0.0,-7.4,-0.6,0.2,-1.8,19.5
COc1ccc(CC(=O)NNC(=S)Nc2ccccc2)cc1Cl,2.9,-2.4,-0.5,0.7,8.6,0.0,0.4,0.8,21.4
Cc1ccc2nc(-c3ccc(NC(=O)CSc4nccc(=O)[nH]4)cc3)sc2c1,2.6,-6.9,-13.9,0.3,0.8,3.1,1.1,-0.8,28.1
CCOc1ccc(-c2c(C(=O)N/N=C/c3ccc(C)cc3)nnn2-c2nonc2N)cc1,-4.3,-15.7,-0.9,-4.0,0.4,-3.4,5.6,2.4,12.4
Cc1ccc(SCc2cc(=O)n3ccsc3n2)c(C)c1,1.0,2.6,-3.7,-3.1,5.2,7.8,-0.8,-0.4,7.4
CCN(CC)C(=O)Oc1ccc(NC(C)=O)cc1,0.3,1.4,10.4,0.0,-0.7,1.6,0.3,1.3,13.9
CCOC(=O)C(Cc1ccccc1)c1ccnc2ncnn12 (stereo not given),-1.8,-7.8,-0.9,0.3,-0.7,4.2,0.3,0.2,-7.3
Clc1ccccc1N/N=C/c1ccc2c(c1)OCO2,-6.7,-1.1,-6.0,0.3,1.4,0.6,-0.4,-0.7,16.9
CCc1ccc(NC(=O)c2ccccc2NC(=O)C2CCCO2)cc1 (stereo not given),-4.8,-1.2,9.6,1.8,2.6,0.3,-0.2,-1.4,19.9
Cc1nc(SCC(=O)Nc2cccnc2Cl)nc(C)c1C,0.3,-5.6,12.8,0.8,7.9,3.2,0.2,1.0,16.6
COc1cccc(C(=O)NCC(=O)N/N=C/c2cccc(OC(=O)c3ccc([N+](=O)[O-])cc3)c2)c1,-2.7,-8.1,-9.3,-2.2,2.5,1.8,0.6,0.2,-10.9
CCCn1c(NC(=O)c2ccccc2Br)nc2ccccc21,3.1,-6.8,-9.3,0.7,-1.6,-1.1,0.2,-1.5,33.2
CC1(c2ccc(Cl)c(Cl)c2)NC(=S)N2C1NC(=S)N2c1ccccc1 (stereo not given),0.2,-2.0,-16.5,-5.9,6.1,-0.8,0.0,1.5,17.7
Cc1cc2ccc3ccccc3c2cc1CN(C)C,0.7,-0.2,-3.8,8.8,3.5,2.0,0.2,4.5,13.1
O=C(C1CCCN(Cc2cccnc2)C1)N1CCCCC1 (stereo not given),3.6,6.7,-5.0,0.0,3.4,4.2,4.8,1.0,7.2
Cc1ccc(N=Nc2ccc(N)cc2C)c(S(N)(=O)=O)c1,-3.7,-7.2,5.4,-5.3,3.5,-0.9,0.2,0.5,-4.0
Cc1c(Br)c([N+](=O)[O-])nn1CC(=O)NCCc1c[nH]c2ccccc12,-0.6,-1.6,22.1,1.9,-0.5,-2.0,0.1,0.6,15.5
COc1ccc(NCC(=O)Nc2ccc(Br)cc2F)c(OC)c1,0.2,2.8,-1.5,-2.3,-7.4,-0.4,0.8,0.6,2.6
c1ccc(CSc2ncn[nH]2)nc1,7.5,-3.1,-8.3,1.2,12.1,-3.5,-0.3,2.1,-3.0
O=C(Nc1cc([N+](=O)[O-])ccc1N1CCOCC1)c1ccco1,3.0,2.8,2.3,0.5,2.8,5.9,0.9,0.9,-0.9
CC(=O)/C(=N/Nc1ccc(Br)cc1)N1CCCc2ccccc21,-2.8,-2.7,49.7,4.4,3.1,1.3,0.3,-0.6,8.3
COc1ccccc1CNC(=O)C(=O)NCC(c1ccco1)N1CCOCC1 (stereo not given),1.2,-8.7,2.4,1.0,0.3,1.9,0.1,-0.4,23.3
COc1ccc(S(=O)(=O)N2CCC(C(=O)N3CCCCC3)CC2)cc1OC,3.4,-0.4,-15.3,0.2,11.8,-2.5,0.8,0.5,12.5
c1ccc2c(c1)nc(Nc1ccc3c(c1)OCO3)c1nnnn12,-3.8,2.4,42.7,-11.1,0.1,3.0,0.2,-0.4,20.8
COc1cccc2c1OC1(C)CC2/C(=C(\C)O)C(=O)N1 (stereo not given),0.8,-4.7,2.4,1.5,5.0,0.8,0.9,2.5,10.8
Cc1nnc(SC(C)C(=O)Nc2ccc(Cl)cn2)n1Cc1ccccc1 (stereo not given),-3.0,-6.7,10.0,3.9,6.0,2.0,-0.5,-0.5,6.9
CCNC(=O)CSc1nnc(-c2cccs2)o1,-1.9,-7.7,-21.4,0.9,4.5,-1.5,0.5,0.5,12.1
CC(=O)c1sc(NC(=O)CCCOc2ccc(Cl)cc2)nc1C,-0.8,-4.9,16.0,2.2,3.3,0.8,0.3,0.5,29.4
Cc1cc(C)c2nc(N3CCC(C(=O)NCCCN4CCCCC4)CC3)sc2c1,-0.5,-7.6,-14.6,-10.6,4.1,1.7,-0.1,-0.8,30.0
CCCCC(=O)NCc1ccccc1Cl,-3.1,-2.9,0.2,40.1,0.4,-0.9,0.0,-0.8,16.0
O=C(NCCc1ccccc1)c1ncn[nH]1,3.4,-11.8,-8.2,-0.3,5.2,2.1,0.4,0.0,8.5
COc1ccc(S(=O)(=O)Nc2c3ccccc3nc(=O)n2-c2ccccc2)cc1,-0.2,3.4,-9.9,1.0,7.1,2.6,0.8,3.0,16.3
COc1ccc(N/C(N)=N/c2nc(CSc3ccc(C)cc3)cc(=O)[nH]2)cc1,1.3,-0.7,-23.6,-2.6,2.8,-1.4,-0.4,-1.3,1.6
Cc1c(N(C)C)nc2ccccc2c1N,-1.3,1.1,26.5,0.5,2.2,1.2,0.0,-0.5,-7.2
CC(=O)c1sc(N/N=C\c2ccccc2O)nc1C,-4.1,-8.0,-44.1,-5.8,5.5,-0.8,1.4,1.3,/
